WRN helicase inh: qHTS for Inhibitors of WRN Helicase; Potency, µM (top dose mostly 114 µM), inactives show at the top dose activity change, negative = inhibition, actives largely listed as inhibitors; WRN helicase unwinding, fluorescent forked duplex, kinetic; actives 0.46% (n = 360,000); note: potency is the fitted concentration of half-maximal effect; % is set by controls: 0 for no effect and ±100 for the full control effect; nearly all actives have a fitted effect of over 55% in size
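Primary qHTS, 1536-well format. 20 nM WRN + compound, 15 min RT; start with 100 nM forked fluorophore/quencher duplex, 2 mM ATP (final); kinetic read ex 525/em 598 nm.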
IL-1B inflam inh: qHTS for Inhibitors of Inflammasome Signaling: IL-1-beta AlphaLISA Primary Screen. THP-1 LPS/ATP IL-1B secretion, AlphaLISA, 16 h; hits give low values. activity change, % at 57.5 µM. actives 4.7% (n = 360,000). AID 743279, 2014; in the data active = activity change below about -50%; inconclusive = mostly about -30% to -49%; note: % is set by controls: 0 for no effect and ±100 for the full control effect
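Secreted IL-1B measured by AlphaLISA bead assay after 16 h compound exposure of THP-1 cells; compounds (final up to 57.5 uM) added 1 h before LPS (250 ng/mL) and ATP (1.25 mM) stimulation; lower signal means less secretion.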
HT1080NT lethal: qHTS for induction of synthetic lethality in tumor cells producing 2HG: qHTS for the HT-1080-NT fibrosarcoma cell line | Potency, µM (top dose mostly 46.1 µM), for the others: at the highest dose activity, negative = less viability, usual class: cytotoxic | actives 1.6% (n = 360,000) | HT-1080-NT fibrosarcoma viability, CellTiter-Glo ATP luminescence, 48 h;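 note: NT is the 2HG producing partner of a matched IDH1 knockdown line; potency is the fitted concentration of half-maximal effect; 0% = DMSO-treated cells and -100% = media-only wells without cells; nearly all actives have a fitted effect of over 55% in size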
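Read-out is CellTiter-Glo luminescence after 10 minutes at room temperature, following 48 hours' compound treatment of HT-1080-NT cells (750 cells/well, RPMI, 5% FBS, 37 degrees C).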
HT1080 IDH1KD tx: qHTS for induction of synthetic lethality in tumor cells producing 2HG: qHTS for the HT-1080-IDH1KD cell line | HT-1080 IDH1 knockdown viability, ATP luminescence, 48 h | Potency, µM (series often up to 46.1 µM), without a hit: at the top dose activity, negative = toxicity, hits mostly cytotoxic | actives 2% (n = 360,000) | AID 686971, 2013;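 note: potency is the fitted concentration of half-maximal effect; 0% = DMSO wells and -100% = cell-free medium wells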
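Using the IDH1-knockdown HT-1080 line run in the same batch and compound series as the NT line, viability after 48 h at 37 °C was determined by CellTiter-Glo luminescence and expressed as % activity.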
KB-V1 MDR tox: qHTS assay for MDR1-selective chemotherapeutics: Primary screen using the drug-selected MDR subline cells KB-V1; KB-V1 MDR cells viability, CellTiter-Glo, 72 h; Potency, µM (series often up to 46.1 µM), for the others: at the highest dose activity change, negative = cytotoxicity, most hits filed as cytotoxic; actives 3.4% (n = 400,000); AID 1347076, 2019; note: potency is the fitted concentration of half-maximal effect; % is set by controls: 0 for no effect and ±100 for the full control effect; nearly all actives have a fitted effect of over 60% in size
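Cells of the MDR subline KB-V1 are plated, dosed with compound at multiple concentrations, and incubated 72 h at 37 degrees C; CellTiter-Glo is then added and luminescence read after 10 min.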
MCF10A rerep: A quantitative high throughput screen for small molecules that induce DNA re-replication in MCF 10a normal breast cells; MCF 10A DNA re-replication, Hoechst nuclear intensity, 48 h; Potency, µM (series often up to 46.1 µM), without a hit: at the highest dose activity, positive = re-replication, usual class: activators; actives 2.9% (n = 350,000); note: potency is the fitted concentration of half-maximal effect; % of control where 0% means no effect; nearly all actives have a fitted effect of over 50% in size
KB-3-1 tox: qHTS assay for MDR1-selective chemotherapeutics: Primary screen using the parental adenocarcinoma cell KB-3-1; KB-3-1 viability, CellTiter-Glo ATP luminescence, 72 h; Potency, µM (series often up to 46.1 µM), for the others: at the highest dose activity change, negative = cytotoxic, hits mostly cytotoxic; actives 1.4% (n = 400,000); AID 1347075, 2019; note: potency is the fitted concentration of half-maximal effect; % is set by controls: 0 for no effect and ±100 for the full control effect; nearly all actives have a fitted effect of over 60% in size
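Cytotoxicity measured as CellTiter-Glo luminescence after 72 h at 37 C. Compound titrations were pinned onto drug-naive KB-3-1 parental adenocarcinoma cells grown in DMEM with 10% FBS, and normalized data fitted to concentration-response curves.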
SW480 rereplic: A quantitative high throughput screen for small molecules that induce DNA re-replication in SW480 colon adenocarcinoma cells. Potency, µM (doses to about 46.1 µM), without a hit: at the top dose re-replication activation, actives largely listed as activators. AID 624297, 2012. SW480 DNA re-replication, Hoechst DNA content imaging, 48 h. actives 1.8% (n = 340,000); note: potency is the fitted concentration of half-maximal effect; % of control where 0% means no effect; nearly all actives have a fitted effect of over 55% in size
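First, 250 cells per well were seeded. Next, compound or vehicle (23 nL) was pinned in, plates sat 48 hr at 37 C. Finally Hoechst was added for 40 min before fluorescence scanning.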
ATXN2 expr inh: Primary qHTS for Inhibitors of ATXN expression; Potency, µM (titrated, usually from 57 µM), without a hit: top-dose activity change, negative = inhibition, actives largely listed as inhibitors; HEK-293 ATXN2-luciferase reporter, luminescence, 24 h; AID 1745845, 2022; actives 0.72% (n = 360,000); note: potency is the fitted concentration of half-maximal effect; % is set by controls: 0 for no effect and ±100 for the full control effect; nearly all actives have a fitted effect of over 55% in size
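ATXN2-luciferase reporter cells (luciferase flanked by upstream and downstream ATXN2 gene portions) were treated 24 h at 37 °C with compounds at up to 57 uM. SteadyGlo luminescence gave expression; GF-AFC fluorescence gave viability.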
Starred values were filed as active, the others as inactive; i = inactive; ? = inconclusive; / = not tested or not shown; [ ] = remark or other dose. Unless noted, calls come from the whole dose curve; as a rule, active = well fitted curve in the direction sought with a large enough effect; inconclusive = small, poorly fitted or top-dose-only effect, or another doubt; inactive = no such curve, though single readings can be large; an effect the other way counts as inactive or inconclusive. Hits appear at their usual frequency. Share with any hit: about 12%.

(1) COc1ccc(C(=O)NC(C(=O)N2CCN(C/C=C/c3ccccc3)CC2)C(C)C)cc1 (centres undefined)
(2) CCOc1ccc2nc(SCC(=O)NC(=O)C(C)C)sc2c1
(3) C[C@]12CCC3C(CC=C4C[C@@H](O)CC[C@@]43C)C1CCC2[C@]1(C)CCC(=O)O1 (some centres undefined)
(4) CN(C(=O)COC(=O)c1ccc(Cl)nc1)C1CCS(=O)(=O)C1 (centres undefined)
(5) COc1ccc(C=C(C(C)=O)C(C)=O)cc1OC
(6) O=C(COc1ccc2ccc(=O)oc2c1)Nc1ccc(N2CCOCC2)cc1
Assay by compound | 1 | 2 | 3 | 4 | 5 | 6
WRN helicase inh | 10% | -35% | -12% | 1% | -6% | 2%
IL-1B inflam inh | -25 | 12 | 18 | -13 | -26 | -3
HT1080NT lethal | -8% | 12% | -1% | -1% | -19% | -11%
HT1080 IDH1KD tx | -9% | 6% | 1% | -2% | 0% | 1%
KB-V1 MDR tox | -5% | -3% | ? | 5% | 10% | -19%
MCF10A rerep | / | -2% | -2% | -1% | ? | 1%
KB-3-1 tox | 0% | -2% | -22% | 0% | 3% | 17%
SW480 rereplic | / | 4% | -3% | 3% | 13% | -3%
ATXN2 expr inh | / | -1% | -13% | -5% | -5% | -7%

(7) CC(=O)c1sc2c(c1OC(=O)c1ccc(Cl)cc1Cl)c(=O)n(-c1ccccc1)c(=S)n2-c1ccccc1
(8) COc1ccccc1C(=O)Nc1nnc(S(=O)(=O)N2CCC(C)CC2)s1
(9) Cc1cc2nc(NCCCO)n(CC(=O)c3cc(C(C)(C)C)c(O)c(C(C)(C)C)c3)c2cc1C
(10) Cc1ccc(CNc2c(C=O)c(=O)[nH]c3ccccc23)cc1
(11) CNC(=O)CN(c1cc(OCCOC)c(Cl)cc1Cl)S(=O)(=O)c1ccc(OC)cc1
(12) COc1cccc(C(=O)NCc2n[nH]c(=S)n2-c2cccc(C)c2)c1
Assay by compound | 7 | 8 | 9 | 10 | 11 | 12
WRN helicase inh | -3% | 2% | 3% | -13% | 0% | -13%
IL-1B inflam inh | -60* | -8 | -51* | 7 | -4 | 0
HT1080NT lethal | 1.5µM* | 2% | -3% | -13% | 15% | 0%
HT1080 IDH1KD tx | 2.6µM* | -2% | -8% | -1% | 28% | 21%
KB-V1 MDR tox | ? | 1% | 0% | 6% | 0% | 7%
MCF10A rerep | ? | ? | 22% | 0% | -6% | 15%
KB-3-1 tox | ? | 9% | ? | 5% | -27% | 23%
SW480 rereplic | 4% | -14% | ? | 0%[9.22 µM] | -8% | -10%
ATXN2 expr inh | / | 11% | -26% | 6% | 2% | -3%

(13) C=CCn1c(SC(C)C(=O)NCc2ccc3c(c2)OCO3)nnc1C1CCCCC1 (centres undefined)
(14) COc1ccc(/C=N\NC(=O)c2ccc(-c3ccccc3)cc2)c(OC)c1OC
(15) Cc1onc(-c2c(F)cccc2Cl)c1C(=O)OCC(=O)NC(c1ccccc1)c1ccccc1
(16) Cc1ccc(-c2nc(CN3CCN(c4cnccn4)CC3)c(C)o2)o1
(17) CCOc1ccccc1Nc1nc(N)nc(CN2CCCCC2C)n1 (centres undefined)
(18) CC(C)Sc1nnc(NC(=O)c2ccco2)s1
Assay by compound | 13 | 14 | 15 | 16 | 17 | 18
WRN helicase inh | -1% | -12% | -10% | 0% | -4% | -3%[57.1 µM]
IL-1B inflam inh | 18 | i | -27 | -1 | -4 | 3
HT1080NT lethal | 13% | -8% | -24% | -2% | 8% | 28%
HT1080 IDH1KD tx | 1% | 7% | ? | -1% | -8% | 23%
KB-V1 MDR tox | ? | -3% | 6.5µM* | ? | 8% | 1%
MCF10A rerep | 15% | -3% | 0% | -4% | 11% | -23%
KB-3-1 tox | 1% | 3% | -19% | 25% | -14% | -3%
SW480 rereplic | -1% | 15% | 13% | 7% | -14% | -6%[1.84 µM]
ATXN2 expr inh | 7% | 4% | -15% | -6% | -3% | -13%

(19) CCCCN(CCCC)Cc1ccc(C(=O)NN)o1
(20) COc1ccc(CN2CCN(C(=O)c3cccnc3)CC2)cc1Br
(21) COc1ccc(C2=NOC(C(=O)O)C2)cc1 (centres undefined)
(22) COc1ccc2cc(Br)ccc2c1CC(=O)NC(C)(C)C
(23) COCCCNCC(O)COc1cccc2[nH]c(C)cc12 (centres undefined)
(24) Cn1c(CNC(=O)c2cccs2)nnc1SCC(=O)Nc1ccccc1
Assay by compound | 19 | 20 | 21 | 22 | 23 | 24
WRN helicase inh | 11% | 6% | 41%[activator] | -15% | 6% | 1%
IL-1B inflam inh | -4 | 11 | 18 | -4 | -11 | 0
HT1080NT lethal | 6% | 13% | -9% | -16% | 5% | 8%
HT1080 IDH1KD tx | 6% | -1% | -2% | -25% | 6% | 4%
KB-V1 MDR tox | -2% | -20% | -4% | -13% | 5% | 19%
MCF10A rerep | -7% | -1% | 5% | ? | -5% | -9%
KB-3-1 tox | 2% | 13% | -1% | -20% | -7% | 2%
SW480 rereplic | -2% | 1% | -1% | -2% | 3% | ?
ATXN2 expr inh | / | 0% | 14% | -9% | -2% | -22%

(25) CCCNC(=O)C1CCN(S(=O)(=O)c2ccc3c(c2)OCCO3)CC1
(26) COc1ccc(CC(=O)n2[nH]c(=O)c3ccccc3c2=O)cc1OC
(27) CC(=O)Nc1ccc(C(=O)COC(=O)C2CC3CCCC(C2)C3=O)cc1 (centres undefined)
(28) Cc1ccc2nc(-c3ccco3)c(CC3CCCCC3)n2c1
(29) COc1ccccc1NC(=O)c1cnc(SCC(=O)NCCc2ccccc2)n(C)c1=O
(30) COc1ccc(Cl)cc1C(=O)Nc1cccnc1Cl
Assay by compound | 25 | 26 | 27 | 28 | 29 | 30
WRN helicase inh | 6% | 5% | -8% | -10% | 2% | -4%
IL-1B inflam inh | 14 | 4 | 15 | -17 | 10 | -19
HT1080NT lethal | 3% | -2% | 3% | ? | 4% | -1%
HT1080 IDH1KD tx | 2% | 2% | 2% | ? | 2% | 17%
KB-V1 MDR tox | 16% | 22% | 0% | 13% | -17% | -17%
MCF10A rerep | 1% | -1% | 0% | / | 3% | -2%
KB-3-1 tox | -2% | 2% | 17% | 0% | -13% | 0%
SW480 rereplic | 4% | -63%[inhibitor] | -1% | / | 13% | -3%
ATXN2 expr inh | -5% | 2% | -9% | -36% | 9% | 17%

(31) Cc1ccc(S(=O)(=O)NCCCCCC(=O)Nc2c(C)n(C)n(-c3ccccc3)c2=O)cc1
(32) COc1ccc(C2(C(=O)NCCCN(C)C)CCOCC2)cc1
(33) O=C(NNC(=S)Nc1ccccc1C(F)(F)F)C1CC1
(34) CCCCN(C)S(=O)(=O)c1ccc(C(=O)Nc2nnc(C3=COCCO3)o2)cc1
(35) COc1ccc(/C=N/N(C(C)=O)c2nc(-c3ccc(C)cc3)cs2)cc1
(36) Cc1ccc(OCC(=O)N2CCCCCC2)c(C)c1
Assay by compound | 31 | 32 | 33 | 34 | 35 | 36
WRN helicase inh | 0% | -1% | 2% | -30%[57.1 µM] | -1% | 5%
IL-1B inflam inh | -7 | 10 | -5 | 9 | ? | -2
HT1080NT lethal | -2% | 2% | 13% | -28% | 15% | 17%
HT1080 IDH1KD tx | -1% | 5% | 17% | -21% | 5% | -2%
KB-V1 MDR tox | -15% | 11% | 14% | ? | 4% | 1%
MCF10A rerep | 0% | -5% | 3% | 16% | 1% | -1%
KB-3-1 tox | 0% | ? | 0% | -22% | 10% | 2%
SW480 rereplic | 5% | -11% | 0% | 6% | -10% | -6%
ATXN2 expr inh | / | 20% | -2% | -28%[11.3 µM] | -18% | 0%

(37) CN(C)S(=O)(=O)c1ccc(/C(O)=C2/C(=O)C(=O)N(Cc3cccnc3)C2c2ccncc2)cc1 (centres undefined)
(38) O=C1C(Cl)=C(NCCc2ccccc2)C(=O)N1CCc1ccccc1
(39) O=C(CN1C(=O)c2ccccc2S1(=O)=O)NCCSC1CCCCC1
(40) CSCCC(NC(=O)COc1ccccc1)C(=O)OCC(=O)c1ccccc1 (centres undefined)
(41) COC(=O)C1(CC2CC(c3ccccc3)=NO2)CCN(C(=O)OC(C)(C)C)CC1 (centres undefined)
(42) COc1ccc(NC(=O)CSc2nc3ccccc3nc2N2CCCC2)cc1Cl
(43) CCOc1ccc2ccccc2c1CNCCCN1CCOCC1
Assay by compound | 37 | 38 | 39 | 40 | 41 | 42 | 43
WRN helicase inh | -7% | -6% | -4% | -2% | 6% | -6% | -2%
IL-1B inflam inh | -14 | -19 | 55 | -17 | -9 | -28 | -25
HT1080NT lethal | -3% | -1% | -3% | 3% | -5% | 5% | -12%
HT1080 IDH1KD tx | 1% | 0% | 0%[9.24 µM] | 9% | -2% | 2% | -11%
KB-V1 MDR tox | 26% | 1% | 5% | 2% | -3% | -9% | -17%
MCF10A rerep | 12% | ? | -1% | -15% | ? | 23µM* | /
KB-3-1 tox | 0% | 10% | 17% | 2% | 5% | 2% | -8%
SW480 rereplic | 2% | -4%[9.22 µM] | -4% | -13% | 11% | 9% | /
ATXN2 expr inh | -3% | 15% | -11% | 5% | ? | -13% | /

Screens: PubChem, National Center for Advancing Translational Sciences (NCATS)
